High-throughput results (PubChem BioAssay)
ARFGAP1 inhibitor: inhibitors of rat ARFGAP1 GAP activity, primary screen, biochemical, fluorescence polarization, GDP tracer; Arfgap1-stimulated ARF1 GTP hydrolysis, GDP FP detection; inhibition, % at 16.5 µM; 0.26% of 360,000 active;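 active = inhibition above a per-plate limit, mean inhibition of low control wells plus 3 SD, cut at about 25% in these data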;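 note: 0% = DMSO wells with enzyme and 100% = wells lacking Arfgap1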
Target sequence (Q62848 1-136 limits assumed): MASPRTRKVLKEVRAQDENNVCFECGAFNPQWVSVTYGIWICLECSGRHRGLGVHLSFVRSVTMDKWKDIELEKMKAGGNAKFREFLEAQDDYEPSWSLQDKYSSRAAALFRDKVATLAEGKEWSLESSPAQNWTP
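Assay system: Rat Arfgap1 GAP domain (His6, aa 1-136), purified enzyme | Buffer or medium: HEPES 25 mM pH 7.5, NaCl 150 mM, MgCl2, DTT | Schedule: GTP hydrolysis reaction 2 h at 25 °C | Signal: FP of antibody-bound GDP Alexa 633 tracer, ex 620/em 688 nm | Measure: Percent inhibition of Arfgap1-stimulated GTP hydrolysis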
HGIII-sPLA2 inh: human group III sPLA2 inhibitors, primary screen, biochemical, QFRET, BODIPY PC-A2 liposome substrate | AID 743126, 2013 | QFRET BODIPY PC-A2 liposome hydrolysis, fluorescence | Group 3 secretory phospholipase A2 (Homo sapiens), Q9NZ20 | 0.56% of 370,000 active | inhibition, % at 12.2 µM;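 active = inhibition above mean plus 3 SD of compounds lying within the high and low control bounds, cut at about 19% in these data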;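 note: 0% = median of test compound wells and 100% = no enzyme DMSO wells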
DDE Tn6 FP inh: inhibitors of Tn6 peptide binding to fibrin DD(E), primary screen, biochemical, fluorescence polarization, human fibrin, Tn6 probe; AID 720509, 2013; Fibrin DD(E) TRITC-Tn6 fluorescence polarization displacement; Fibrinogen beta chain (Homo sapiens), P02675; inhibition, % at 8.3 µM; 0.21% of 370,000 active;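 active = inhibition above a per-campaign cutoff: mean of compounds within control limits plus 3 SD, cut at about 15% in these data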;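 note: 0% = median of all compound wells on the plate and 100% = blocking peptide control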
Target sequence (P02675 whole entry, looked up): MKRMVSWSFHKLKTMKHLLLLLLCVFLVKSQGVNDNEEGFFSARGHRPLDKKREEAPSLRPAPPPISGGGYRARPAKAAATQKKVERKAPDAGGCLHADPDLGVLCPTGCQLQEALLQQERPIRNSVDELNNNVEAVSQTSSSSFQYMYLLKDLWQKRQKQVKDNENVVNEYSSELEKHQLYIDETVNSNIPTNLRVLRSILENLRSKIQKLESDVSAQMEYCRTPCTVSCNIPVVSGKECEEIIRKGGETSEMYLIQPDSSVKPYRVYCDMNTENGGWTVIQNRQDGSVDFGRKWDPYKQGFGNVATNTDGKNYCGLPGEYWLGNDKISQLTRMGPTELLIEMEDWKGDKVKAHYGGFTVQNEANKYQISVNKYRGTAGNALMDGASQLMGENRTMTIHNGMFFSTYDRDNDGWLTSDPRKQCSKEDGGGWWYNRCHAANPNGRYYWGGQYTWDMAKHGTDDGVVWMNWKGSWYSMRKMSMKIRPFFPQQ
GC-A act: GC-A stimulated cGMP production enhancers – HEK293 GC-A cells, cGMP TR-FRET, EC30 ANP, primary screen; 0.14% of 370,000 active; 0% at EC30 ANP, 100% saturating ANP; activation, % at 10 µM; Atrial natriuretic peptide receptor 1 (Homo sapiens), P16066; AID 1671463, 2021; in the data active = activation above about 40%
rCAG RNA binder: binders of r(CAG) RNA repeats, primary screen, biochemical, fluorescence; r(CAG) RNA repeat, TO-PRO-1 dye displacement fluorescence; inhibition, % at 3 µM; 1.3% of 370,000 active; AID 651821, 2012;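 active = inhibition above the plate cutoff, the mean of all test compounds on that plate plus 3 SD, cut at about 35% in these data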;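 note: 0% = DMSO alone and 100% = 100 µM mitoxantrone as full dye displacement; higher means more dye released from RNA so lower well fluorescence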
FXN GAA850 act: FXN promoter activators, primary screen, cell-based, luciferase luminescence, HEK293 lucGAA850; activation, % at 6 µM; 0.56% of 360,000 active; HEK293 lucGAA850 FXN promoter luciferase reporter, 24 h; percent of 10 µM SAHA response;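 active = activation above the average of all compounds screened plus 3 SD, cutoff fixed separately per campaign, cut at about 7.5% in these data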;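 note: 0% = DMSO wells and 100% = 10 µM SAHA wells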
ADAM10 inh: human ADAM10 inhibitors, primary screen, biochemical, QFRET, HTS; recombinant ADAM10, EDANS/DABCYL FRET peptide cleavage, 3 h; inhibition, % at 7 µM; 0.62% of 370,000 active;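 active = inhibition above a per-campaign cutoff equal to the mean of compounds falling between control-based bounds plus 3 SD, cut at about 20% in these data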;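 note: 0% = DMSO wells while the 100% control is not disclosed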
GC-B act: human GC-B receptor activators, primary screen, HEK293 GC-B cells, cGMP TR-FRET, EC30 CNP; Atrial natriuretic peptide receptor 2 (Homo sapiens), P20594; 0% at EC30 CNP, 100% saturating CNP; activation, % at 10 µM; 0.11% of 370,000 active;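 active = activation at 10 µM reaching about 35% in either raw or pattern-adjusted values, limit read from the data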
ASAP1 inh: inhibitors of human ASAP1 ArfGAP activity, primary screen, biochemical, fluorescence polarization; ASAP1-stimulated ARF1 GTP hydrolysis, GDP FP detection; AID 624377, 2012; inhibition, % at 16.5 µM; 0.19% of 360,000 active; in the data active = inhibition above about 25%;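 note: 0% = vehicle with enzyme and substrate and 100% = no enzyme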
proKLK7 act: proKLK7 zymogen activators, primary screen, biochemical, fluorescence intensity | Kallikrein-7 (Homo sapiens), P49862 | purified proKLK7, EDANS-DABCYL substrate fluorescence; 100% is mature enzyme control, 0% vehicle | activation, % at 7 µM | 0.9% of 370,000 active;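 active = activation above the mean of all tested compounds plus 3 SD, computed per campaign excluding outliers beyond control limits, cut at about 13% in these data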
Target sequence (P49862 whole entry, looked up): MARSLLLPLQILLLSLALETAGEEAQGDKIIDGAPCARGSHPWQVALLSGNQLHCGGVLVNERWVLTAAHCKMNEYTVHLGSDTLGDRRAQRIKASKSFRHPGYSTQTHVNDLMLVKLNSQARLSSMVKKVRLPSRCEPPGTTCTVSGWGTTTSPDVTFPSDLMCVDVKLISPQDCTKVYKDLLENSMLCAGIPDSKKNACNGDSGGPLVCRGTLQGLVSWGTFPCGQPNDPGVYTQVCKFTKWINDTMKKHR
Starred values were filed as active, the others as inactive; nt = not tested or not shown. Hits appear at their usual frequency; any-hit rate near 4.5%.

canonical_smiles	ARFGAP1 inhibitor	HGIII-sPLA2 inh	DDE Tn6 FP inh	GC-A act	rCAG RNA binder	FXN GAA850 act	ADAM10 inh	GC-B act	ASAP1 inh	proKLK7 act
C[C@@H]1CC[C@]2(O[C@H](CCO)C[C@H](O)[C@H]2O)O1	-5	4	-3	3	4	-0.2	-3	4	13	-0.1
Cc1ccc(-c2nnc(SCC(=O)NNC(=S)Nc3ccccc3)n2C2CCCCC2)cc1	nt	28*	-2	3	31	nt	4	-5	nt	0.4
O=C(Nc1cccc2c1CCCC2)C1CCCN(S(=O)(=O)c2cccc3nonc23)C1 (configuration not stated)	-4	6	8	1	-1	0.9	12	0	3	-0.1
c1ccc2c(c1)ncn2-c1ccc(-c2ccnc3ncnn23)cc1	-7	4	-1	-7	0	2.6	-5	-8	-7	-0.6
CCOc1ccc(Br)cc1C(=O)N/N=C/c1cccc(C)n1	-12	7	1	2	-2	1.1	1	2	4	-0.2
Oc1cccc(/C=N/n2c(C3CCCCC3)n[nH]c2=S)c1	0	0	11	1	9	2.3	-2	-3	5	-0.1
COCCNC(=O)c1nn2c(C(F)(F)F)cc(-c3ccccc3)nc2c1Cl	6	5	0	8	-1	-0.1	17	0	6	-0.3
COc1cc(/C=C2\SC(=Nc3ccc(N4CCOCC4)cc3)N(C)C2=O)ccc1OC(C)C(=O)O (configuration not stated)	5	-6	-1	-1	41*	1.1	7	-7	7	-0.4
CC(C)c1ccc(Nc2nc(Cl)nc(NCc3ccco3)n2)cc1	3	-2	3	3	3	1.6	1	-1	0	0.8
Cc1cc(=O)cc(C)[nH]1	2	1	-7	2	-4	-0.5	-12	-2	-2	0.4
COc1ccc(CN2CCN(C(=O)c3cccs3)CC2)cc1	16	7	0	-1	-6	-1.5	-1	8	-1	-0.2
N#CCCN(Cc1ccccc1)C(CCc1ccccc1)C(=O)NC1CCCCC1 (configuration not stated)	9	6	3	-8	4	nt	14	-3	12	0.7
O=S(=O)(c1c(Cl)sc(Cl)c1Br)N1CCCC1	-6	1	1	0	-4	1.7	1	-1	-9	-0.1
Clc1cccc(C2CCN(Cc3nc(COc4ccccc4)no3)C2)c1 (configuration not stated)	-4	-4	-3	3	-6	0.9	3	1	-4	-1.1
CCCCP(=O)(CCCC)Cc1ccccc1	-5	9	2	-5	-7	-2.1	1	-2	-2	0.1
CSc1nsc(SCC(=O)Nc2cccc(NC(C)=O)c2)n1	5	3	-2	-7	2	2.3	-1	-2	10	0.0
N/C(Cc1cccc2ccccc12)=N\OC(=O)COc1ccccc1	-1	-4	-1	-10	-4	-0.1	4	-9	7	0.3
CCOC(=O)CC1NC(=O)c2ccccc21 (configuration not stated)	8	0	-8	-2	2	-0.4	-4	6	-12	0.1
Cc1ccc(NC(=O)CN2CCc3cc4c(cc3C2C)OCCCO4)cc1 (configuration not stated)	0	-5	0	4	-4	1.0	3	4	-15	0.7
S=C1NCN(CCc2ccccc2)CN1	6	6	-4	3	-3	1.2	-9	6	11	0.2
Cc1ccc2c(c1)c1ncn(Cc3ccc(F)cc3)c(=O)c1n2C	-7	5	-7	5	1	3.3	-95	-7	-7	-3.1
Nc1nnc(-c2ccc(Cl)cc2)s1	-11	6	2	2	-1	4.3	-12	-1	6	0.2
COC(=O)[C@H](Cc1c[nH]c2ccccc12)NC(=O)Cc1c[nH]c2ccccc12	-2	-83	-2	-6	-1	-1.6	-2	4	7	0.3
CCN(C(=O)CN1CCN(c2ccc(OC)cc2)CC1)c1c(N)n(Cc2ccccc2)c(=O)[nH]c1=O	4	0	1	-2	-7	0.7	-6	-1	-2	0.4
COc1ccc(-c2cc(-c3nc4ccccn4c3NCc3ccccc3)ccc2OC)cc1	17	7	-7	3	0	-13	-498	-9	4	-54
NNC(=O)CN1C(c2ccccc2)=Nc2ccc(Br)cc2C1c1ccccc1 (configuration not stated)	1	-8	4	-48	4	0.4	-4	-15	7	-1.1
O=c1c2ccccc2c(C=NCc2ccccn2)c(O)n1-c1ccccc1Cl	-1	6	-7	6	-2	0.5	-94	7	2	5.4
COc1ccc(NC(=O)N2CCN(c3cccc(C(F)(F)F)c3)CC2)cc1OC	6	-1	3	1	-4	-1.7	-1	1	8	0.8
Cc1ccc(C)c(N2C(=O)CC(Cc3ccccc3)C2=O)c1 (configuration not stated)	4	4	-3	-5	3	0.2	-2	3	-10	-0.1
CCN(CC(=O)Nc1ccccc1C(F)(F)F)C(=O)C1=COCCO1	6	1	-9	4	-1	-0.2	3	4	-2	-0.1

(next part)
canonical_smiles	ARFGAP1 inhibitor	HGIII-sPLA2 inh	DDE Tn6 FP inh	GC-A act	rCAG RNA binder	FXN GAA850 act	ADAM10 inh	GC-B act	ASAP1 inh	proKLK7 act
O=C(O)c1cc2cc(Cl)ccc2oc1=O	-9	3	-12	3	3	-1.8	-1	1	11	-0.6
CCOC(=O)C1(Cc2ccccc2Cl)CCN(Cc2csc(C(C)=O)c2)CC1	-4	-3	-8	-1	1	-0.1	-12	-3	2	0.5
CCN(CC)CCNC(=O)CCc1n[nH]c(=O)c2ccccc12	-7	1	-2	2	-3	1.7	4	2	-6	0.1
O=C(O)c1cccc(NC(=S)N/N=C/c2c[nH]c3ccccc23)c1	5	-4	-3	-1	15	3.1	-24	-8	14	-1.6
Cc1ccc(C)c(S(=O)(=O)NCCCN2CCOCC2)c1	5	1	4	2	-4	-3.1	1	0	-2	0.3
Cc1ccc(C(=O)/C=C\C(=O)c2ccc(C)cc2)cc1	-11	11	-6	16	3	3.7	-6	13	3	0.1
O=c1ccn([C@@H]2O[C@H](CNCc3ccccc3)[C@@H](O)[C@H]2O)c(=O)[nH]1	-8	3	3	2	2	nt	3	1	-1	-0.2
Cn1c(SCC(=O)Nc2ccc(Cl)cc2)nnc1C1CC1	0	2	1	3	0	-0.5	-2	-2	11	0.3
COc1cc(-c2cc(C(=O)Nc3ccccc3N3CCOCC3)c3ccccc3n2)cc(OC)c1OC	-6	0	-1	21	-1	0.0	-1	17	5	-0.8
O=C(NCc1ccco1)c1cnccn1	3	-2	0	-2	4	-1.2	-2	2	0	0.1
Cc1cc(C)cc(OCCNC(=O)c2ccc(Br)cc2)c1	0	2	4	-11	0	0.1	4	-4	-1	-0.9
Cn1c(=O)[nH]c(=O)c2c1ncn2CCN1CCOCC1	-4	7	6	0	2	2.6	11	-6	3	0.5
CCCNC(=O)C1(C)CCCN(Cc2ccccc2C#N)C1 (configuration not stated)	-13	-5	-8	2	0	1.1	0	-5	-1	-0.1
c1ccc(-n2nnnc2SCCCSc2nc3ccccc3s2)cc1	5	-30	-8	3	1	2.0	9	0	4	-0.1
C[C@H](O)[C@@H]1CN2CCc3c([nH]c4ccccc34)[C@@H]2C[C@@H]1N(C)C(=O)NC1CCCCC1	-6	-3	2	-2	5	0.7	-54	-4	8	2.9
CC(=O)NCCc1nc2cc(NC(=O)COc3ccc(C)cc3)ccc2n1C	6	1	-7	-2	5	0.4	-5	0	7	0.4
FC(F)(F)c1nnc2sc(-c3ccco3)nn12	-15	-2	-3	6	1	0.0	-1	4	-3	-0.6
Cc1ccc(C)c2[nH]c(=O)c(CN(CCN3CCOCC3)Cc3nnnn3CC3CCCO3)cc12 (configuration not stated)	3	2	-1	1	-3	-3.2	-82	-4	-11	0.7
O=C(c1ccc2c(c1)OCCO2)C1CCN(C(=O)Nc2ccccc2F)CC1	1	0	0	-8	-6	1.8	-12	-2	8	-0.1
C=CCOC(=O)C1=C[C@H](c2coc3ccccc3c2=O)C[C@H](OCc2ccc(CO)cc2)O1	5	-6	-9	-1	-4	-0.7	-5	-3	-3	0.3
O=C(NCCN1CCOCC1)c1cccnc1SCc1ccccc1Cl	-3	4	2	3	-3	1.7	3	1	9	0.8
Cc1ccc(S(=O)(=O)c2cc(C)cc(S(=O)(=O)Nc3ccc(C(=O)O)cc3)c2C)cc1	-6	-5	-4	3	11	0.1	2	3	-4	0.0
COc1cnc(-c2cccc(C(F)(F)F)c2)nc1OC	5	0	-2	-6	-4	0.5	-11	-4	5	-0.1
CCN(c1cccc(C)c1)S(=O)(=O)c1ccc2c(c1)N(C(C)=O)CCS2	6	-6	7	-2	-4	0.2	-2	-1	-11	0.1
COCCCNc1nc2ccccc2nc1NS(=O)(=O)c1ccc(F)cc1	-3	-8	0	2	20	-1.4	-158	7	1	3.7
CN1CCc2nc3ccc(Cl)cc3c(-c3ccccc3Cl)c2C1	5	0	0	-14	-2	1.1	5	-4	6	0.4
CCOC(=O)N1CCN(S(=O)(=O)c2ccc(OC)c(Br)c2)CC1	-9	2	-6	-3	-7	-0.6	-4	-1	7	0.0
Cc1ccc(-n2cc(CN(C)Cc3ncc[nH]3)c(-c3cccc(C)c3)n2)cc1	-3	-14	7	-8	-2	-1.3	11	1	-3	0.2
CC1(C)CC(=O)C(C2(O)C(=O)N(Cc3ccccc3)c3ccccc32)CO1 (configuration not stated)	-3	10	1	5	-1	1.4	-11	0	-9	0.3
O=C(Nc1ccc(F)cc1)N[C@H]1CC[C@H](CCNS(=O)(=O)c2cccc(Cl)c2)O[C@@H]1CO	-3	-17	3	1	4	nt	2	1	-12	0.3

(listing goes on)
canonical_smiles	ARFGAP1 inhibitor	HGIII-sPLA2 inh	DDE Tn6 FP inh	GC-A act	rCAG RNA binder	FXN GAA850 act	ADAM10 inh	GC-B act	ASAP1 inh	proKLK7 act
CN(Cc1ccsc1)C(=O)Cn1cc(Br)ccc1=O	9	9	4	2	2	6.1	-7	-3	3	0.3
COc1ccc(C(NC(=O)c2ccccc2F)NC(=O)c2ccccc2F)cc1	3	11	7	2	0	0.9	8	0	-2	0.5
C=CCN1C(=O)[C@@H](CC(=O)NCCCC)[C@]2(C(=O)OCC)CCCCC/C=C/12	nt	-4	-7	0	0	nt	-69	7	nt	0.4
O=[N+]([O-])c1ccccc1OCCCOc1cccc2cccnc12	0	-10	-1	-10	3	5.4	3	-7	2	-0.6
CCc1nn(CCCC(=O)NCc2ccccc2Br)c(=O)c2cc3occc3n12	2	-9	0	-9	-2	1.2	-3	-11	-7	0.1
CCN(C(=O)c1cc2c(C)nc3ccccc3c2o1)c1cc(Cl)ccc1OC	11	-16	-1	-13	-2	-1.3	9	-6	6	0.7
C[C@@H]1CN([C@@H](C)CO)C(=O)CCCn2nncc2CO[C@@H]1CN(C)C(=O)Nc1ccccc1F	3	-3	1	2	0	-0.5	1	-1	8	0.9
CSC(=Nc1ccccc1)C1=C(O)COC1=O	5	-3	5	-2	-1	-0.4	1	2	-7	0.6
